Compound activity: PubChem, several laboratories
CHT inh – inhibits the human high affinity choline transporter; Q9GZV3; AID 488975; CHT-expressing cells, membrane potential dye, choline response; hits give low values; actives 0.86% (n = 310,000); B-score at 10 µM;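 active = B-score over 3 SD under the library average, and starting fluorescence ratio not unusually high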;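 also: choline stimulus applied at its EC90 after an EC20 pre-addition; B-score computed on integrated fluorescence ratio after choline addition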
Target sequence (Q9GZV3 whole entry, looked up): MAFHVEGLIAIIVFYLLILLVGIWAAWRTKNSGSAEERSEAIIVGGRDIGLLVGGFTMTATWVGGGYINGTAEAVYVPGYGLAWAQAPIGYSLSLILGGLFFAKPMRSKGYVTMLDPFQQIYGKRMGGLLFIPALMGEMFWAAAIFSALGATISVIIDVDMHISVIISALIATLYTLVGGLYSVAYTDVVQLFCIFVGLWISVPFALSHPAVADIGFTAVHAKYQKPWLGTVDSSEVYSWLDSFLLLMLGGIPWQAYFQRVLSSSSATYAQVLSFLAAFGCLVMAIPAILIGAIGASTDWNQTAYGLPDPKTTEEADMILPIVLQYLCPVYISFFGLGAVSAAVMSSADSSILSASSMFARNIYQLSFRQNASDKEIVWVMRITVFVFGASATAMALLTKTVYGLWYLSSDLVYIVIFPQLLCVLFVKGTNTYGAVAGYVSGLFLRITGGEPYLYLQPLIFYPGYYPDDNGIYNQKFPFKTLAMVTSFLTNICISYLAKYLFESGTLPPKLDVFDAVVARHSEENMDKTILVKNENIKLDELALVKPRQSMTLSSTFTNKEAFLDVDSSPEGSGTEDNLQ
CHT allo act – allosteric activators of human choline transporter CHT. Q9GZV3. AID 488977. actives 0.49% (n = 310,000). B-score at 10 µM. CHT-expressing cells, membrane potential dye, choline EC20; hits give high values; LV-AA mutant CHT in HEK293 cells;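 active = initial fluorescence not abnormally high and integrated response B-score, plate-corrected, over 3 SD above library mean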
STK33 inh – blocks human STK33 kinase activity. purified STK33, MBP phosphorylation, ADP-Glo luminescence. Q9BYT3. inhibition, % at 10 µM. actives 0.073% (n = 320,000);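 active = inhibition at or above 25%, using the most active replicate where run in duplicate; inactive = inhibition below 25%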
Target sequence (Q9BYT3 whole entry, looked up): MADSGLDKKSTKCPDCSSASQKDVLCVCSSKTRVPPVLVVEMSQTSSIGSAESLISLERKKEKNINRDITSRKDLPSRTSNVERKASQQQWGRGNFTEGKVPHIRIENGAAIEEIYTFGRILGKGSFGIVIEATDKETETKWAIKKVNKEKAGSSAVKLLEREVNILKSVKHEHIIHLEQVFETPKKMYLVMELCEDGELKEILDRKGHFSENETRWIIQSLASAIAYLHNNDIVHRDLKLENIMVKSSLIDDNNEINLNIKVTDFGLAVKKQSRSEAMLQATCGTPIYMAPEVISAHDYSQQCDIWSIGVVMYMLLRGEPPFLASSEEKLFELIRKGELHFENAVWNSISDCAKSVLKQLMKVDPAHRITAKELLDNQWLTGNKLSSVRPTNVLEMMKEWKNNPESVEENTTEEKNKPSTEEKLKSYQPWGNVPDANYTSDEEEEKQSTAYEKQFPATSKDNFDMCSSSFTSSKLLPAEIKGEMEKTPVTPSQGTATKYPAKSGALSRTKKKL
Active calls of the source: *; i = inactive; x = no result given.

nr | smiles | CHT inh | CHT allo act | STK33 inh
1 | Cc1[nH]cnc1CSCCN | i | i | -0.3
2 | CC1(C)Cc2nc3sc4c(=O)[nH]cnc4c3cc2CS1 | i | i | -1.4
3 | Cc1cc(S(=O)(=O)NC2CCCCC2)ccc1OCC(=O)NCc1cccnc1 | i | i | -1.2
4 | CN(C)c1ccc(/C=N\NC(=O)c2cccc3cc[nH]c23)cc1 | i | i | 2.7
5 | O=C(CSc1nc(-c2ccncc2)nn1CC(=O)N1CCCCC1)NC1CCCC1 | i | i | x
6 | O=C(COc1ncnc2ccccc12)Nc1cccc([N+](=O)[O-])c1 | i | i | 0.3
7 | C=CCSC1=N/C(=C\c2ccc(C(=O)O)cc2)C(=O)S1 | i | i | -0.3
8 | CCc1c(SCCC(=O)O)nc2ccccc2c1C | i | i | 0.4
9 | COCCn1c(N2CCN(c3ccc(OC)cc3)CC2)nc2c1c(=O)n(C)c(=O)n2C | i | i | -0.5
10 | CS(=O)(=O)Nc1ccc(C(=O)NCC2CCCO2)cc1 (stereo not given) | i | i | 2.2
11 | Cc1nn(C)cc1C1C2=C(CC(C)(C)CC2=O)N(c2ccccc2)C2=C1C(=O)CC(C)(C)C2 | i | i | 4.2
12 | Cc1ccc(C)n1-c1ccc(C(=O)Nc2ccccc2F)cc1 | i | i | 0.0
13 | Cc1cccc(NC(=O)Cn2cnc3c(cnn3-c3ccc(F)cc3)c2=O)c1C | i | i | -2.7
14 | CCC(=O)Nc1ccc(-c2cc3ccccc3oc2=O)cc1 | i | i | -0.7
15 | CCCCC(=O)OCC(=O)c1ccc(OCC)cc1 | i | i | -0.6
16 | Cc1cc(C)c(NC(=S)N(CCCN2CCN(C)CC2)Cc2cccs2)c(C)c1 | i | i | -0.7
17 | Cc1ccc(S(=O)(=O)NCC(=O)N(CC(=O)NCC2CCCO2)CC2CCCO2)cc1 (stereo not given) | i | i | 0.3
18 | COc1ccc(N2CCN(c3nc(NC(C)(C)C)nc(N4CCCCC4)n3)CC2)cc1 | i | i | 0.5
19 | CCCCOc1ccc(-c2cc(C(=O)NNC(=S)NCC)c3ccccc3n2)cc1 | i | i | 1.3
20 | CC(C)OC(=O)Cn1nc(C(F)(F)F)c2c1CCCC2 | i | i | -0.8
21 | O=C(Nc1cccc(S(=O)(=O)N2CCCCC2)c1)Nc1ccc(Cl)cc1Cl | i | i | -1.0
22 | Cc1cccc(/C=N/N(CCO)C2=NS(=O)(=O)c3ccccc32)c1 | i | i | 0.5
23 | O=C(O)C1C2C=CC(C2)C1C(=O)NC1CCS(=O)(=O)C1 (stereo not given) | i | i | -1.2
24 | CSc1ncc(-c2ccc(Cl)cc2)[nH]1 | i | i | 0.6
25 | O=S(=O)(c1cc(Cl)ccc1Cl)N1CCCCC1 | i | i | -1.4
26 | CCC(NC(=O)c1ccccc1NC(=O)c1ccc(C)cc1)C(=O)O (stereo not given) | i | i | -1.3
27 | COc1ccc(C(=O)Nc2cc3c(cc2Cl)OCCCO3)cc1 | i | i | -0.9
28 | COC(=O)CCCC(=O)N1CCC(CO)(CCc2ccccc2)CC1 | i | i | 0.3
29 | CCOc1nc(NCCN2CCOCC2)nc(NC(C)C)n1 | i | i | 0.5
30 | CN(C)c1ccc(CNC(=O)CN2C(=O)COc3ccc(S(=O)(=O)N4CCCC4)cc32)cc1 | i | i | -0.6

Additional compounds follow.
nr | smiles | CHT inh | CHT allo act | STK33 inh
31 | Cn1c(CNC(=O)C(C)(C)C)nc2ccccc21 | i | i | 2.0
32 | Nc1cc2c(cc1[N+](=O)[O-])OCCO2 | i | i | 0.2
33 | CCN(CC(=O)NCc1cccs1)C(=O)/C=C/c1cccc(OC)c1OC | i | i | -0.4
34 | COc1ccccc1N1CCN(CCCOc2ccc(F)cc2)CC1 | i | i | -1.8
35 | CN(CC(=O)N1CCCC1)S(=O)(=O)c1ccc(Cl)cc1 | i | i | -1.2
36 | CN(Cc1ccccc1)C(=O)Cn1nc(C(F)(F)F)c2c1CCC2 | i | i | -0.2
37 | CCOC(=O)c1cc2sccc2n1CC(=O)c1ccc2c(c1)OCCO2 | i | i | 0.3
38 | CC(=O)NC1C(=O)N(C)c2ccc(Br)cc21 (stereo not given) | i | i | -1.1
39 | CCOC(=O)c1c(C)[nH]c(C)c1C(=O)COC(=O)c1cc(OC)cc(OC)c1 | i | i | -1.5
40 | NC(=O)CNC(=O)C1CCN(S(=O)(=O)c2ccc(-n3cnnn3)cc2)CC1 | i | i | -0.8
41 | Cc1ccc(S(=O)(=O)NC(=O)NC(C)Cc2ccccc2)cc1 (stereo not given) | i | i | -1.6
42 | C/C(=N\NC(=O)COc1ccccc1)c1cccs1 | i | i | -1.1
43 | C/C(N)=C(/C#N)C(=O)COC(=O)c1ccccc1Oc1ccccc1 | i | i | -0.6
44 | COC(=O)c1ccc(C2C(C(=O)c3ccco3)=C(O)C(=O)N2CC2CCCO2)cc1 (stereo not given) | i | i | 0.8
45 | N#Cc1cc(-c2ccccc2)nnc1Oc1ccccc1 | i | i | -1.0
46 | O=C(CNC(=O)C12CC3CC(CC(C3)C1)C2)NCc1ccccc1 | i | i | -0.8
47 | COCCn1nnnc1C(c1ccccc1)N1CCN(C(=O)c2ccco2)CC1 (stereo not given) | i | i | 1.1
48 | CCn1c(CSc2n[nH]c(N)n2)nc2cc(C(=O)O)ccc21 | i | i | -0.8
49 | Cc1cccc(OCC(=O)N2CCC(c3ccccc3)C2)c1 (stereo not given) | i | i | -1.0
50 | CC(=O)Nc1ccc2c(c1)OCCOCCOc1cc(NC(C)=O)ccc1OCCOCCOCCO2 | i | i | 0.9
51 | COCCNC(=S)NNC(=O)c1ccco1 | i | i | -0.6
52 | O=C(CSc1nc(C2CC2)nc2c1cnn2-c1ccccc1)Nc1c[nH]c(=O)[nH]c1=O | i | i | -1.2
53 | Cc1ccc(NC2CCCN(C(=O)CCC3=NNC(=O)CC3)C2)cc1C (stereo not given) | i | i | -0.3
54 | COc1ccc(S(=O)(=O)NNC(=O)c2cc3c4ccccc4n(C)c3s2)cc1 | i | i | 1.3
55 | CCCCN1C(N)=NC[C@@H]1C(C)O (stereo not given in full) | i | i | -0.7
56 | Cc1ccc(NS(=O)(=O)c2cc(NC(=O)c3cc4c(s3)CCCC4)ccc2C)c(C)c1 | i | i | -1.0
57 | COc1ccc(NC(=O)C23CC4CC(C2)CC(n2cnc(Br)n2)(C4)C3)c(C)c1 | i | i | -0.7
58 | N#C/C(=C\c1ccc(N2CCOCC2)o1)C(=O)N1CCOCC1 | i | i | -0.2
59 | COc1ccc(S(=O)(=O)N2CCC(C(=O)NCC3CCCO3)CC2)cc1 (stereo not given) | i | i | 1.0
60 | COc1ccc(S(=O)(=O)N2CCc3ccccc32)cc1C(=O)OCC(=O)c1c(N)n(C)c(=O)n(C)c1=O | i | i | x

A second format for 2 compounds above:
53. Cc1ccc(NC2CCCN(C(=O)CCC3=NNC(=O)CC3)C2)cc1C (stereo not given)
54. COc1ccc(S(=O)(=O)NNC(=O)c2cc3c4ccccc4n(C)c3s2)cc1

Compound,53,54
CHT inh,i,i
CHT allo act,i,i
STK33 inh,-0.3,1.3

(more compounds)
nr | smiles | CHT inh | CHT allo act | STK33 inh
61 | CC(=O)NCCn1c(SCC(=O)NCC2CCCO2)nc2ccccc2c1=O (stereo not given) | i | i | -0.4
62 | CN(C)CCCNC(=O)c1cc(S(=O)(=O)N2CCOCC2)ccc1F | i | i | 0.0
63 | COC(=O)CCCCCC(CCC(=O)OC)NC(C)=O (stereo not given) | i | i | -2.0
64 | CCCNC(=O)c1cc(Cl)c(NC(=O)C2=C(C)OCCS2)cc1OC | i | i | 0.3
65 | Cc1ccc(C(CC(=O)O)Nc2nc(N3CCOCC3)nc(N3CCOCC3)n2)cc1 (stereo not given) | i | i | 0.4
66 | COCCC1CCCCN1C(=O)c1ccc(OC)c(OC2CCN(C(C)=O)CC2)c1 (stereo not given) | i | i | -0.8
67 | COc1ccc(C(=O)O)cc1S(=O)(=O)N1CCSCC1 | i | i | -7.4
68 | COc1ccc(Nc2n[nH]c(C)c2[N+](=O)[O-])cc1 | i | i | -1.2
69 | Cc1ccc([N+](=O)[O-])cc1S(=O)(=O)N1CCN(C)CC1 | i | i | 0.1
70 | COc1ccc(OCC(=O)NNC(=O)c2cccc(O)c2)cc1 | i | i | -1.6
71 | CC(=O)Nc1cc(S(=O)(=O)Nc2ccc(C)cc2)c(C)cc1C | i | i | -0.4
72 | Cc1cc(N2CCN(c3ccccc3)CC2)n2cc(-c3ccccc3)nc2n1 | i | i | 0.9
73 | COc1cccc(OC)c1NC(=O)CN1CCC(NC(=O)c2cccc(F)c2)CC1 | i | i | 0.0
74 | COc1ccc(CNC(=O)COC(=O)c2c(-c3c(F)cccc3Cl)noc2C)cc1OC | i | i | 1.1
75 | O=C1CCc2cc(S(=O)(=O)NC(Cc3ccccc3)C(=O)NCCC3=CCCCC3)ccc2N1 (stereo not given) | i | i | -0.5
76 | CC1CCCC(NC(=O)C2CCCN2S(=O)(=O)c2cccc3nsnc23)C1C (stereo not given) | i | i | -1.1
77 | NC(=O)[C@H]1CC2(CC(c3cccc(NC(=O)COc4ccc(Cl)cc4)c3)=NO2)CN1C(=O)c1ccccc1C(=O)c1ccccc1 (stereo not given in full) | i | i | 0.8
78 | O=C(NCCCn1ccnc1)c1cccc(S(=O)(=O)N2CCCCCC2)c1 | i | i | 0.1
79 | CCCCOc1ccc(C(=O)Nc2ccc(N3CCN(C(=O)C(C)C)CC3)cc2)cc1 | i | i | 1.4
80 | CS(=O)(=O)N(Cc1ccc(C(=O)NCCSc2ccccn2)cc1)c1ccccc1 | i | i | 1.6
81 | O=C(c1cc(-c2cccc(Cl)c2)on1)N1CCCCCC1 | i | i | -1.6
82 | N#Cc1ccc2[nH]cc(CCO)c2c1 | i | i | 0.8
83 | CCCOC(=O)c1c(-c2ccccc2)nc(CC)c(C(=O)SCC)c1CCC | i | i | 0.8
84 | Cc1ccc(N(Cc2ccc(C(=O)NN=C3CCN(C)CC3)cc2)S(C)(=O)=O)cc1C | i | i | 0.3
85 | CCCCOC(=O)c1[nH]c(C)c(C(=O)OC)c1C | i | i | 0.4
86 | CCOC(=O)N1CCN(C(=O)CS(=O)Cc2nc(-c3ccc(OC)c(OC)c3)oc2C)CC1 (stereo not given) | i | i | -0.2
87 | N#CCC(=O)N/N=C/c1cc(-c2ccccc2)n(-c2ccc(Cl)cc2)c1-c1ccccc1 | i | i | -1.4
88 | NCc1oc(-c2ccccc2)cc1C(=O)O | i | i | -1.2
89 | CCOC(=O)c1cc(-c2ccccc2)sc1NC(=O)c1ccc(OC)c(OC)c1 | i | i | -0.8
90 | O=C(NCC(c1cccs1)N1CCOCC1)c1cccc([N+](=O)[O-])c1 (stereo not given) | i | i | 0.3

Full records from above:
Shown for Cc1ccc(C(CC(=O)O)Nc2nc(N3CCOCC3)nc(N3CCOCC3)n2)cc1 (stereo not given) → CHT inh: i; CHT allo act: i; STK33 inh: 0.4
Shown for CCCOC(=O)c1c(-c2ccccc2)nc(CC)c(C(=O)SCC)c1CCC → CHT inh: i; CHT allo act: i; STK33 inh: 0.8

Other results:
nr | smiles | CHT inh | CHT allo act | STK33 inh
91 | COc1ccccc1N1CCN(C(=O)c2cc3c(s2)-c2ccccc2OC3)CC1 | i | i | 0.6
92 | O=C1c2ccccc2CCC12N=NCC2c1ccc(Cl)cc1 (stereo not given) | i | i | -0.1
93 | Cc1nc(N2CCN(C(=O)COc3ccccc3)CC2)c2c(C)c(C)sc2n1 | -7.53* | i | 13.1
94 | CC(=O)c1cccc(NC(=O)c2csc3c2CCCCC3)c1 | i | i | -0.9
95 | COc1ccccc1/C=C/C(=O)NCC(=O)n1nc(C)cc1C | i | i | -2.7
96 | Nc1ccc(C(=O)Oc2ccc([N+](=O)[O-])cc2)cc1 | i | i | -1.2
97 | C=C(C)Cn1c(SCC(=O)N/N=C/c2cccc(O)c2)nc2ccccc2c1=O | i | i | 0.3
98 | COc1ccc2c(c1)c1c(n2C(C)=O)C(OC(C)=O)=NCC1 | i | i | 0.9
99 | CC(C)=CC(=O)Nc1ccccc1Br | i | i | 0.1
100 | Cn1c(CCN2CCCCC2)nc2cc(NS(=O)(=O)c3ccc(F)cc3)ccc21 | i | i | 0.3
101 | S=C(NCCc1ccccc1)NCc1cccs1 | i | i | -3.1
102 | O=C(Nc1nc(-c2ccc(Cl)cc2)cs1)NC1CCCCC1 | i | i | -2.9
103 | CCC(=O)/C=C1\Sc2ccccc2N1CC | i | i | -0.1
104 | Cc1cc(OC(=O)C(c2ccccc2)c2ccccc2)c([N+](=O)[O-])c(=O)[nH]1 | i | i | -0.5
105 | COc1cc(NC(C)C(=O)N2CC(C)OC(C)C2)cc(OC)c1 (stereo not given) | i | i | x
106 | O=S(=O)(c1ccc(Cl)c(NC(=S)N/N=C/c2ccc(O)cc2)c1)N1CCOCC1 | i | i | 0.4
107 | Cc1cccnc1NC(=O)CSc1ncnc2sc(C)c(C)c12 | i | i | 0.3
108 | O=C(c1ccc2c(c1)N(Cc1ccccc1)CCS2)N1CCOCC1 | i | i | 0.7
109 | O=C(NCc1nc2ccccc2[nH]1)c1ccc([N+](=O)[O-])cc1 | i | i | -1.8
110 | CS(=O)(=O)N(CC(=O)Nc1cccc([N+](=O)[O-])c1)c1cccc(F)c1 | i | i | -0.7
111 | CCOC(=O)CC(=O)CSc1nccc(-c2cccnc2)n1 | i | i | 0.5
112 | CC(NC(=O)c1ccc2c(c1)OCCO2)C(=O)O (stereo not given) | i | i | -0.2
113 | COC(=O)c1cc(C(=O)NCc2ccccc2)c(=O)[nH]c1C | i | i | -0.6
114 | Cc1cccc(C)c1NC(=O)CNC(=O)CCC(=O)c1cccs1 | i | i | -1.8
115 | COc1cccc(N2CCN(CC(=O)Nc3ccc(SC(F)F)cc3)CC2)c1 | i | i | 3.4
116 | Clc1cccc(N/N=C/c2ccc(N3CCOCC3)s2)c1 | i | i | -0.2
117 | CCN(CC(=O)Nc1ccc(NC(C)=O)cc1)C(=O)CC1OC(=O)c2ccccc21 (stereo not given) | i | i | -0.6
118 | O=C(O)c1c[nH]ccc1=O | i | i | -1.0
